Assay outcomes (PubChem)
ALDH1A1 inh: ALDH1A1 (human) enzyme inhibition; Purified ALDH1A1, NADH fluorescence, propionaldehyde substrate; 220,000 tested, 7.3% active; Potency, µM (series often up to 75.3 µM), for the others: top-dose activity, negative = inhibition, usual class: inhibitors; AID 1030; active = well fitted inhibition curve with a large enough effect, not every such curve was filed as active; inconclusive = small, poorly fitted or top-dose-only effect, or another doubt; inactive = no such curve, though single readings can be large or run the other way;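 also: plate controls were no enzyme wells and a reference inhibitor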
Target sequence (P00352 whole entry, looked up): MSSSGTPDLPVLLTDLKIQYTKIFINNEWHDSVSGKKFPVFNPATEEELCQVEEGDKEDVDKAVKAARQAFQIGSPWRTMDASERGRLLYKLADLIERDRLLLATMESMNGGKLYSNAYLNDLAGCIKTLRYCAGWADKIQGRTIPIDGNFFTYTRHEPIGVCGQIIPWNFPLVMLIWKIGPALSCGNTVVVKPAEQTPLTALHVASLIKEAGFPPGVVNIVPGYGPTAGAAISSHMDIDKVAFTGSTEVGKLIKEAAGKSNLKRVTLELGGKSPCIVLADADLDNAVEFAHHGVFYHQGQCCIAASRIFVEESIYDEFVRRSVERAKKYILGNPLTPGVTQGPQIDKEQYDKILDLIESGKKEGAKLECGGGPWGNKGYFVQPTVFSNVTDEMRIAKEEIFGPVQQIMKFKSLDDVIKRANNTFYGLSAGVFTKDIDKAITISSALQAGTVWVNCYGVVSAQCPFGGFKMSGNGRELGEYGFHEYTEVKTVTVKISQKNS
GAA glycogen mod: GAA glycogen-cleavage inhibition or activation; P10253; recombinant GAA, glycogen substrate, Amplex Red glucose oxidase fluorescence; Potency, µM (highest dose often 76.4 µM), without a hit: at the highest dose activity change, negative = inhibition, actives largely listed as inhibitors; 300,000 tested, 0.38% active; AID 2100;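 also: 0% = full enzyme reaction and -100% = no-enzyme basal signal; the screen sought inhibitors and activators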
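Recombinant human enzyme (4 nM); glycogen substrate; 37 C, 40 min, pH 5.0. Readout: coupled glucose oxidase/Amplex Red fluorescence.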
GLA spleen mod: inhibits or activates alpha-galactosidase in human spleen homogenate; Potency, µM (highest dose often 80 µM), without a hit: at the top dose activity change, negative = inhibition, hits mostly inhibitors; 240,000 tested, 0.008% active; human spleen homogenate, 4MU-alpha-Gal fluorescence, 40 min;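 also: 0% = enzyme with vehicle and -100% = no enzyme basal signal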
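Human spleen homogenate (1 ug) as enzyme source, 4-methylumbelliferyl-alpha-D-galactopyranoside 1 mM final, citrate/phosphate pH 5.0 with 0.01% Tween-20. Compounds 40 min at 37C, NaOH/glycine stop; fluorescence Ex 365/Em 440, Hill-fit AC50.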
JMJD2E inh: JMJD2E (human) inhibition | B2RXH2 | JMJD2E catalytic domain, FDH-coupled NADH fluorescence (FDH is formaldehyde dehydrogenase) | AID 2147 | Potency, µM (highest dose often 57.1 µM), for the others: top-dose activity change, negative = inhibition, actives largely listed as inhibitors | 230,000 tested, 1.6% active; active = well fitted inhibition curve with a large enough effect, not every such curve was filed as active; inconclusive = small, poorly fitted or top-dose-only effect, or another doubt; inactive = no such curve, though single readings can be large or run the other way;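 also: 0% = wells with enzyme and -100% = buffer wells without enzyme; nearly all actives have a fitted effect of over 50% in size; many of its hits are not listed in these tables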
Target sequence (B2RXH2 1-337 limits assumed): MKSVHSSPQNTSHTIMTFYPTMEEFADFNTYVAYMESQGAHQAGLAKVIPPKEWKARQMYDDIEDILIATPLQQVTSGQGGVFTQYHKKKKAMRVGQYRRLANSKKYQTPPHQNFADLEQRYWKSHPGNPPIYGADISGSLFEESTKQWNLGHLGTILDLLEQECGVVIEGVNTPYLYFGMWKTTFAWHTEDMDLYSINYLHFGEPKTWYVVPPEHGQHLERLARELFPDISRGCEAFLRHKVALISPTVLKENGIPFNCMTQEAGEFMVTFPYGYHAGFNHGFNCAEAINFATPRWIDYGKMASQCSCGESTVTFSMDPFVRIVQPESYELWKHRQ
SMN2 splice enh: SMN2 splice variant enhancement. HEK293 SMN2-luciferase splicing reporter, luminescence, 30-36 h. AID 1458. 210,000 tested, 2.8% active. Potency, µM (series often up to 46.1 µM), for inactives: at the highest dose activity change, positive = activation, most hits filed as activators; also: % of control where 0% means no effect; nearly all actives have a fitted effect of over 55% in size
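qHTS luciferase splicing reporter: luminescence rises when SMN2 exon 7 is included in transfected HEK293 cells. Compound exposure lasted 30-36 h at 37C, with 4.5 mM final sodium butyrate as control, followed by a ONE-Glo read.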
RGS12 GoLoco inh: blocks human Gai1 binding to RGS12 GoLoco peptide, red readout | P63096 | Gai1:RGS12 GoLoco peptide FP, rhodamine, 10 min | Potency, µM (doses to about 61.6 µM), without a hit: at the top dose activity, negative = inhibition, most hits filed as inhibitors | 230,000 tested, 0.44% active; active = well fitted inhibition curve with a large enough effect, not every such curve was filed as active; inactive = no such curve, though single readings can be large or run the other way; also: % is scaled to controls: 0 for no effect and ±100 for the full control effect; nearly all actives have a fitted effect of over 30% in size; many of its hits are not listed in these tables
GAA spleen mod: inhibits or activates alpha-glucosidase in human spleen homogenate. human spleen homogenate, 4-MU-alpha-glucoside fluorescence. P10253. Potency, µM (series often up to 79.9 µM), for inactives: at the highest dose activity change, negative = inhibition, usual class: inhibitors. 240,000 tested, 0.006% active. AID 2112;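 also: 0% = enzyme with vehicle and -100% = no enzyme basal signal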
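Compounds were titrated against alpha-glucosidase in spleen homogenate at pH 5.0, with 1 mM 4-methylumbelliferyl substrate for 40 min at 37 C. Reactions were quenched with pH 10 NaOH/glycine and fluorescence measured.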
GAA inhib: blocks human lysosomal alpha-glucosidase. P10253. purified human GAA, 4-MU-alpha-glucoside fluorescence. Potency, µM (top dose mostly 76.9 µM), for the others: top-dose activity change, negative = inhibition, most hits filed as inhibitors. 200,000 tested, 0.005% active. AID 1466;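 also: plate controls were uninhibited enzyme wells for no effect and no-enzyme background for full effect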
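Endpoint fluorogenic read: 20 min room-temperature reaction of 4 nM human alpha-glucosidase with 400 uM 4-methylumbelliferyl-alpha-D-pyranoside, pH 5.0, quenched with 1M NaOH/1M glycine pH 10. AC50 from Hill modeling.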
* = called active by the depositor; ? = inconclusive; . = no result given; [ ] = dose if it differs, or a comment. Unless noted, calls follow the shape of the dose curve; as a rule, active = well fitted curve in the direction sought with a large enough effect; inconclusive = small, poorly fitted or top-dose-only effect, or another doubt; inactive = no such curve, though single readings can be large; an effect the other way counts as inactive or inconclusive. Potency is read from the fitted curve at half-maximal effect. An excerpt; rates above refer to the full screens.

SMILES	ALDH1A1 inh	GAA glycogen mod	GLA spleen mod	JMJD2E inh	SMN2 splice enh	RGS12 GoLoco inh	GAA spleen mod	GAA inhib
COCCOC(=O)C1=C(C)NC(=O)NC1C1CC=CCC1 (stereo unspecified)	4%	3%	-2%	0%	-9%	3%	-6%	1%
COc1cc([N+](=O)[O-])ccc1-c1ccc(/C=N/NC(=O)OC(C)(C)C)o1	.	-1%	4%	-2%	.	25%	0%	.
CCN(CCn1cccn1)Cc1nc(-c2ccc(C(=O)OC)cc2)no1	6%	0%	7%	0%	.	-14%	2%	-2%
CCOC(=O)C(CC)(CC)C(=O)/C=C/c1ccc(OC)cc1	.	-15%	2%	-25%	.	4%	-7%	.
CCOc1ccccc1NC(=O)CC1SC(=N)N(c2ccccc2)C1=O (stereo unspecified)	3%	24%	-2%	19%	3%	-1%	-2%	5%
Cc1ccc(NC(=O)N2CCCN(Cc3ccc(F)cc3)C2)cc1C	-1%	9%	2%	88%[activator]	-16%	-2%	-2%	4%
COc1ccc(N=C2C(=O)N3CCCc4cccc2c43)cc1	0.035µM*	0%	3%	2%	16%	-5%	0%	1%
Clc1ccc(SCc2cc(-c3ccccc3)no2)cc1	9%	3%	4%	0%	-18%	-2%	6%	-1%
Cc1nc(N)sc1C(=O)OCC(C)C	-23%	5%	-2%	4%	-12%	3%	-5%	?
CCC(=NC(CC)CO)C1=C(O)CC(C)(C)CC1=O (stereo unspecified)	-10%	-7%	5%	1%	-3%	8%	7%	-5%
CC(C)NS(=O)(=O)c1ccc2c(c1)oc(=O)n2C	14%	0%	-9%	-2%	-5%	3%	-5%	2%
COC(=O)c1c(-c2ccc3ccccc3c2)csc1NC(=O)Cc1ccc(OC)c(OC)c1	-1%	0%	6%	?	-26%	77%[activator]	-1%	-10%
Cc1cnc(NC(=O)c2c(O)c3cccc4c3n(c2=O)CCC4)s1	5%	8%	2%	4%	?	-3%	-6%	-2%
Cn1cccc1/C=N/n1cnnc1	?	-8%	3%	4%	22µM*	-4%	-4%	0%
C#CCSc1nnc(-c2ccc([N+](=O)[O-])cc2)o1	-7%	11%	4%	0%	20%	2%	6%	4%
Cc1cnn(CCC(=O)NNC(=S)NCC(C)C)c1	1%	-17%	9%	-2%	16%	0%	4%	2%
Cc1cc(C(=O)N2CCN(c3ncccn3)CC2)c(C)o1	-9%	1%	-7%	-18%	-1%	7%	-2%	4%
Cc1nn(Cc2ccc(Cl)cc2)c(C)c1NC(=O)Cn1nc([N+](=O)[O-])c(Cl)c1C	-2%	8%	-3%	8%	-23%	1%	1%	1%
CC(C)C(=O)N1CCC2(CC1)Oc1ccc(F)cc1C(=O)C21CC(c2cccnc2)=NO1 (stereo unspecified)	.	4%	-8%	1%	.	2%	0%	.
Cc1ccc2nc(C)c(C(=O)O)cc2c1	10%	3%	-12%	-2%	.	-5%	-5%	1%
Cc1ccc(-n2c(SCC(=O)NCc3ccco3)nc3sc4c(c3c2=O)CC(C)(C)SC4)cc1	?	3%	?	?	-17%	-13%	-2%	4%
O=C(Cn1nc(-c2ccccc2)ccc1=O)Nc1ccc(-n2cnnn2)cc1	.	10%	-13%	-1%	.	4%	1%	.
Cc1ccc(NC(=O)Cn2nnc3ccccc32)c(C)c1	7%	11%	4%	-1%	-7%	6%	9%	-1%
COC(=O)c1ccc(COc2ccc3c(c2)CCC3)o1	.	3%	6%	-3%	.	5%	0%	.
O=C1CS/C(=N/N=C/c2cccs2)N1	-1%	7%	-6%	-5%	17%	21%	-5%	-10%
Remaining list, next part
SMILES	ALDH1A1 inh	GAA glycogen mod	GLA spleen mod	JMJD2E inh	SMN2 splice enh	RGS12 GoLoco inh	GAA spleen mod	GAA inhib
Cn1nc(/C=C/c2ccccc2)ccc1=O	?	-3%	-4%	?	13µM*	3%	-7%	3%
N/C(CC(=O)NC1CCCCC1)=N\OCC(=O)Nc1ccc(Cl)c(Cl)c1	.	-4%	0%	2%	.	26%	-1%	.
NC(=O)c1cc2ccncc2c2ccccc12	.	1%	8%	?	.	-5%	-1%	.
COc1ccccc1C(=O)Nc1c2c(nn1-c1cccc(C)c1C)CS(=O)(=O)C2	?	3%	10%	?	-23%	0%	6%	-12%
COc1ccc(-c2cccc(C(=O)Nc3ccc(C)cc3)c2)cc1	-5%	2%	2%	-1%	-1%	4%	1%	5%
O=c1oc2cc(S(=O)(=O)NCCCO)ccc2c2ccc(S(=O)(=O)NCCCO)cc12	.	3%	-9%	-24%	.	6%	-4%	.
COC(=O)CCP(=O)(O)Cc1ccccc1CP(=O)(O)CCC(=O)OC	1%	5%	9%	2%	6%	5%	7%	-21%
CC(OC(=O)c1ccc2ncsc2c1)C(=O)N1CCCC1 (stereo unspecified)	2%	-3%	0%	-3%	29%	1%	-7%	3%
COc1ccc(/C=N/n2cnc3scc(-c4cccs4)c3c2=O)cc1OC	8%	6%	-1%	10%	-18%	7%	1%	3%
CCO/C([O-])=N/c1sn[n+](C)c1C	.	3%	-1%	1%	.	1%	-1%	.
O=C(Nc1ccc(S(=O)(=O)N2CCCC2)cc1)C1COc2ccccc2O1 (stereo unspecified)	-3%	-4%	2%	-8%	3%	-16%	-10%	-6%
CC(NS(=O)(=O)c1ccc(Br)cc1)C(=O)NCc1ccco1 (stereo unspecified)	?	9%	2%	-3%	0%	18%	1%	13%
O=C1C2C(c3ccccc3)CC=CC2[C@H](c2cccc([N+](=O)[O-])c2)N1Cc1ccccc1 (stereo partly specified)	.	-1%	-11%	0%	.	5%	6%	.
CC1CN(S(=O)(=O)c2cccc(C(=O)NCCCn3ccnc3)c2)CC(C)O1 (stereo unspecified)	2%	1%	1%	3%	11%	3%	-5%	2%
COc1cccc(-c2nn(-c3ccccc3)cc2C(=O)Nc2nccs2)c1	?	-3%	3%	-7%	-33%[inhibitor]	1%	-4%	-5%
Cc1cc(C)cc(NC(=O)Oc2ccccc2N2CCCCC2)c1	.	?	6%	-9%	.	11%	0%	.
OCCCNc1nc(-c2ccc(Br)cc2)nnc1-c1ccc(Cl)cc1	-1%	-11%	8%	-7%	-26%	-6%	-4%	-4%
O=C(NCc1cccnc1)c1ccc([N+](=O)[O-])o1	8%	-9%	-1%	-22%	.	1%	0%	-3%
Cc1cccc(C(=O)NC2CCN(C(=O)Nc3ccccc3C)CC2)c1	-11%	5%	0%	-3%	.	-18%	6%	10%
Cn1cnnc1SCC(=O)c1ccc2c(c1)OCCO2	8.9µM*	0%	4%	2%	-2%	11%	-13%	-7%
Cc1ccc(-c2cccc(CN3CCN(C(C)C)C(CCO)C3)c2)o1 (stereo unspecified)	?	-11%	3%	?	.	-14%	10%	-2%
Cn1nccc1C(=O)N1CCc2ccccc21	4%	3%	0%	3%	17%	-7%	2%	-8%
N=c1c2ccccc2nnn1-c1cccc(C(F)(F)F)c1	2%	7%	-2%	4%	-15%	9%	-6%	3%
COc1cc2c(cc1OC)CN(CC(=O)NC(=O)NC1CCCCC1)CC2	?	2%	0%	?	-41%[inhibitor]	14%	0%	-9%
O=C(Cn1nc(-c2ccccc2)ccc1=O)Nc1ccc(N2CCN(C(=O)c3cccs3)CC2)cc1	-4%	-6%	3%	-9%	.	18%	-1%	5%

Given with each value named: part of the list above
COc1ccc(-c2cccc(C(=O)Nc3ccc(C)cc3)c2)cc1
  ALDH1A1 inh = -5%	GAA glycogen mod = 2%	GLA spleen mod = 2%	JMJD2E inh = -1%	SMN2 splice enh = -1%	RGS12 GoLoco inh = 4%	GAA spleen mod = 1%	GAA inhib = 5%
COC(=O)CCP(=O)(O)Cc1ccccc1CP(=O)(O)CCC(=O)OC
  ALDH1A1 inh = 1%	GAA glycogen mod = 5%	GLA spleen mod = 9%	JMJD2E inh = 2%	SMN2 splice enh = 6%	RGS12 GoLoco inh = 5%	GAA spleen mod = 7%	GAA inhib = -21%
Cc1cc(C)cc(NC(=O)Oc2ccccc2N2CCCCC2)c1
  ALDH1A1 inh = .	GAA glycogen mod = ?	GLA spleen mod = 6%	JMJD2E inh = -9%	SMN2 splice enh = .	RGS12 GoLoco inh = 11%	GAA spleen mod = 0%	GAA inhib = .

(list continues)
SMILES	ALDH1A1 inh	GAA glycogen mod	GLA spleen mod	JMJD2E inh	SMN2 splice enh	RGS12 GoLoco inh	GAA spleen mod	GAA inhib
COc1ccc(-c2[nH]ncc2CN2CCC(c3ccncc3)CC2)cc1F	.	-3%	0%	2%	.	4%	-2%	.
C=CCc1ccc(OCCOc2cccc3cccnc23)c(OC)c1	-9%	-8%	4%	-14%	-33%[inhibitor]	0%	-3%	?
Cc1nn(Cc2ccc(C(=O)NC(C)(C)C)o2)c(C)c1Br	?	-1%	-4%	-1%	-48%[inhibitor]	4%	-20%	-6%
COC(=O)c1cccc(NS(=O)(=O)c2cccs2)c1C	?	-1%	-26%	2%	-7%	-4%	-4%	0%
CC1=C(C(=O)N(C)C)C(c2ccccc2OC(F)F)NC(=O)N1 (stereo unspecified)	1%	-3%	1%	12%	-6%	12%	-3%	-2%
CC(C)(C)n1ncc2c(=O)n(CC(=O)N3CCN(c4ccccc4)CC3)cnc21	0%	4%	1%	10%	-9%	3%	-4%	-4%
N#Cc1nc(COc2ccccc2Cl)oc1NCc1ccco1	?	-8%	1%	-2%	-12%	51%[activator]	-9%	-5%
NC(=O)c1ccsc1NC(=O)COC(=O)c1ccccc1NCc1ccco1	?	3%	?	?	-9%	2%	21%	?
C=CC[n+]1c(-c2ccc(C)cc2)csc1Nc1c(C)n(C)n(-c2ccccc2)c1=O	5%	3%	4%	0%	-18%	6%	8%	-4%
Cc1c(Cc2ccc3c(c2)OCO3)sc(NC(=O)c2cccc3ccccc23)c1C(N)=O	14µM*	-13%	6%	?	24%	3%	-1%	5%
CCCc1cc(-c2n[nH]c(=S)n2CC(C)C)cs1	11µM*	?	1%	-20%	-9%	1%	-19%	-2%
CCc1ccc(NC(=O)C(C)OC(=O)C2CCC(=O)N2)cc1 (stereo unspecified)	8%	6%	5%	0%	23%	9%	5%	-4%
CCC(C(=O)N1CC2(C)CC1CC(C)(C)C2)N1C(=O)c2ccccc2C1=O (stereo unspecified)	11%	1%	-6%	1%	5%	-5%	-1%	-2%
CCN(CCS(=O)(=O)c1ccc(Cl)cc1)C(=O)Nc1ccccc1	.	7%	-16%	6%	.	10%	-12%	.
